# Compound activity: PubChem BioAssay, Broad Institute
# Cneo AK release – Cryptococcus neoformans cell lysis inducers, primary screen, AK release luminescence, single concentration. lysis activity, % at 15 µM. AID 651654, 2012. 360,000 tested, 0.2% active. C. neoformans lysis, adenylate kinase release luminescence, 4 h; normalised: neutral wells 0, clomiphene wells 100;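 active = mean lysis activity across replicates of at least 80%, whatever share of replicates individually reach that level; inactive = mean lysis activity below 80%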
#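 Assay system: Cryptococcus neoformans yeast cells / Dosing: single-point compound dose / Timing: 4 h at 37 °C static, read 1 h later / Measured by: luminescence of released adenylate kinase using an AK detection reagent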
# PGC1a acetyl inh – inhibitors of PGC1a acetylation signal, primary screen, cell-based, U2OS, AlphaScreen, inhibitor mode. AID 651687, 2012. AlphaScreen anti-acetyl-lysine; with virally co-expressed GCN5 acetyltransferase. inhibition, % at 15.6 µM. 350,000 tested, 0.17% active;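 active = every replicate shows inhibition of at least 40%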;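 also: 0% = neutral control wells and 100% = positive control wells; some results beyond the cut were filed as inactive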
# LGR2 antag – inhibitors of bursicon-induced LGR2 CRE-luciferase signal, primary screen, cell-based, HEK293, CRE-luciferase reporter, bursicon stimulation; Drosophila bursicon receptor LGR2 (rickets); bursicon-stimulated, 4 h; inhibition, % at 9.99 µM; 380,000 tested, 0.35% active; AID 720647, 2013;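 active = drop in luminescence signal, shown as inhibition above about 50% in the replicate tests, limit read from the data, passing the limit was not always enough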;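 also: agonist challenge used bursicon conditioned medium at about half maximal strength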
# miR-122 sensor – miR-122 Renilla sensor signal increase in Huh7, primary screen, miR-122 inhibitor project, cell-based, single point, plate reader. Huh7 miR-122 Renilla luciferase sensor, 48 h; neutral wells = 0, positive control = 100. activation (reporter increase), % at 12.5 µM. 340,000 tested, 0.3% active. AID 602342, 2012;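 active = mean replicate activation score at least 90 and every replicate individually at or above 90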;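 also: higher luciferase means less miR-122 activity so hits act as miR-122 inhibitors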
# FN deposit inh – inhibitors of fibronectin matrix deposition, primary screen, AH1F cells, Alexa488-fibronectin fluorescence, plate reader; AH1F fibroblasts, overnight; inhibition, % at 12.6 µM; 350,000 tested, 0.086% active; AID 743247, 2014;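 active = mean inhibition across replicates of 30% or more, regardless of how many single replicates reach that level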;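 also: positive control wells lacked labelled fibronectin entirely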
#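 Material: AH1F fibroblast monolayer depositing Alexa488-labelled fibronectin into matrix | Input: 10000 AH1F cells/well | Medium: DMEM plus 2% serum, read in PBS | Reagent: Alexa488-fibronectin, 24 nM final in well | Compound dosing: One dose per compound, pinned | Schedule: 1 h adhesion, overnight exposure | Measured by: Fluorescence at 485 nm excitation, 525 nm emission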
# Casp6 inh – human caspase-6 inhibitors, primary screen, biochemical, VEID-R110 fluorescence, single point, set 2 | purified caspase-6, Z-VEID-R110 cleavage fluorescence | inhibition, % at 12.5 µM | 350,000 tested, 0.53% active;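 active = mean inhibition across replicates at least about 35%, with every replicate also reaching that limit, limit read from the data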;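 also: 0% = median of neutral control wells and 100% = no fluorescence left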
# Target sequence (P55212 24-179 limits assumed): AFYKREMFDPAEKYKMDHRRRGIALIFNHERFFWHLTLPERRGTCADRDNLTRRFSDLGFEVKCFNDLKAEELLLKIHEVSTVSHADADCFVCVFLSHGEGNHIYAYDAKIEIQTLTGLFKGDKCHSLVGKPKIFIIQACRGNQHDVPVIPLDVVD
# Target sequence (P55212 194-293 limits assumed): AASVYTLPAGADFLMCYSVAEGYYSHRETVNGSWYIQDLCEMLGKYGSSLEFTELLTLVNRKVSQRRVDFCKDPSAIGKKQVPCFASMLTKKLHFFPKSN
# EWS-Fli block – EWS/Fli-driven NR0B1 reporter inhibitors, primary screen, A673 cells, NR0B1 luciferase, luminescence, MLPCN library | viability-normalised | 350,000 tested, 0.67% active | AID 651661, 2012 | inhibition, % at 12.6 µM;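 active = mean inhibition of at least 50% after viability correction, with every replicate also passing that limit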;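 also: firefly luciferase signal divided by Alamar Blue viability fluorescence both relative to DMSO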
# PAX8 reporter – inhibitors of PAX8-driven TPO luciferase reporter, primary screen, RMG-I cells, single concentration | SteadyGlo, 24 h | AID 652154, 2013 | 360,000 tested, 1.2% active | inhibition, % at 12.6 µM;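 active = mean replicate inhibition at least 60% with every replicate also reaching 60%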;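 also: luciferase light reporting Pax8 driven TPO promoter activity; plate controls were median of neutral control wells for no effect and mitoxantrone controls for full effect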
# * hit, by the source's call; nt = no result given; & = joins results of further samples; [ ] = dose if it differs, or a comment. Hits appear at their usual frequency; about 2.5% have a hit in one of these screens.
SMILES,Cneo AK release,PGC1a acetyl inh,LGR2 antag,miR-122 sensor,FN deposit inh,Casp6 inh,EWS-Fli block,PAX8 reporter
CC1=C/C(=N\N=C2\NC(=O)C(CC(=O)Nc3ccccc3F)S2)CC(C)(C)C1 (stereo unspecified),2,9,-14,11,-5,1,-4,7
CN1OC[C@@H]2CN(Cc3ccccc3)[C@H](c3cccc(-c4ccc(C#N)cc4)c3)C[C@@H]21,-1,6,-6,-5,-14,2,-1,4
COc1ccccc1/C=C/C(=O)N1CCN(S(=O)(=O)c2cccs2)CC1,-1,4,-4,-13,-2,-1,-8,9
CO[C@H]1CN(C)C(=O)c2ccc(NS(=O)(=O)c3ccc(C)cc3)cc2OC[C@@H](C)N(C)C[C@H]1C,-1,nt,3,1[16.7 µM],-4,1,-3,5
C/C(CC(=O)Nc1ccc(Cl)c(C(F)(F)F)c1)=N\NC(=O)c1cc2ccccc2cc1O,3,nt,18,0,-3,nt,nt,15
O=C(NCC[C@H]1CC[C@@H](NC(=O)c2ccccc2F)[C@@H](CO)O1)c1ccc2c(c1)OCO2,-1,3,11,-5[16.7 µM],-1,1,1,8
CSCCC(NC(=O)COc1ccccc1)C(=O)OCCOc1ccc(C)cc1 (stereo unspecified),0,0,-27,-5,-7,4,-8,-23
C[C@H](CO)N1C[C@H](C)[C@H](CN(C)C(=O)Nc2cccc3ccccc23)OCCCC[C@H](C)Oc2ccc(NC(=O)NC3CCCCC3)cc2C1=O,-4,3,60*,-4[16.7 µM],16,0,24,28
NS(=O)(=O)c1ccc(O)c(N2C(=O)c3cccc4c(C(=O)O)ccc(c34)C2=O)c1,nt,-1,-3,nt,2,3,-15,-2
COCCNc1nnc(SC(C)C(=O)Nc2ccc(-c3nc4ccc(C)cc4s3)cc2)s1 (stereo unspecified),1,-8,7,-9,-9,nt,nt,-66
CCC(=O)N1[C@H](CO)[C@H](c2ccc(-c3cccc(F)c3)cc2)[C@H]1CNC(C)=O,-1,0,-10,0[16.7 µM],-17,nt,-7,6
COc1ccc(S(=O)(=O)N2CCOCC2)cc1NC(=O)c1ccc(S(=O)(=O)N(C)c2ccccc2OC)cc1,-1,-19,-4,-6,7,-2,7,21
CCN(C[C@H]1N[C@@](CC)(C(=O)OC)[C@H]2C(=O)N(Cc3ccccc3)C(=O)[C@@H]12)C(=O)c1ccc(C)cc1,0,nt,14,nt,-2,10,-8,-15
CO[C@@H]1CN(C)C(=O)c2ccc(NC(=O)c3ccc(F)cc3)cc2OC[C@@H](C)N(C)C[C@H]1C,0,-11,-15,nt,1,-3,2,13
CC(C)C[C@@H]1CN(CCCC[C@H]2CNC(=O)C(=O)N2CCC2CCCCC2)C(=O)C(=O)N1CC1CCCCC1,nt,nt,-21,nt,2,nt,1,10

# Quoted from the listing.
# PAX8 reporter with `COCCNc1nnc(SC(C)C(=O)Nc2ccc(-c3nc4ccc(C)cc4s3)cc2)s1` (stereo unspecified) → -66
# Casp6 inh with `O=C(NCC[C@H]1CC[C@@H](NC(=O)c2ccccc2F)[C@@H](CO)O1)c1ccc2c(c1)OCO2` → 1
# miR-122 sensor with `CO[C@H]1CN(C)C(=O)c2ccc(NS(=O)(=O)c3ccc(C)cc3)cc2OC[C@@H](C)N(C)C[C@H]1C` → 1[16.7 µM]

# Next compounds:
SMILES,Cneo AK release,PGC1a acetyl inh,LGR2 antag,miR-122 sensor,FN deposit inh,Casp6 inh,EWS-Fli block,PAX8 reporter
O=C(Cc1ccc([N+](=O)[O-])cc1)Nc1cccnc1,1,-10,14,-3,0,4,6,21
Cc1ccc(-c2noc(N=O)c2NO)cc1,0,3,3,2,1,4,26,1
O=C(Nc1nc(N2C(=O)c3ccccc3C2=O)n(-c2ccccc2)n1)c1ccc(Cl)cc1,0,15,nt,2,3,nt,nt,-5
COCCC(=O)N1CCC(Oc2ccc(C(=O)N3CCCCCCC3)cc2)CC1,2,-2,-8,-4,2,-3,nt,0
C[C@@H]1CN([C@H](C)CO)C(=O)c2cc(NC(=O)Cc3ccccc3)ccc2O[C@@H]1CN(C)Cc1ccc(Oc2ccccc2)cc1,1,-6,4,33[16.7 µM],7,-2,4,nt
COCCNc1nc(Nc2ccc(C)cc2C)c2sc(-c3ccccc3)cc2n1,0,nt,-3,0,1,-2,1,21
C[C@@H]1CN([C@@H](C)CO)C(=O)CCCn2nncc2CO[C@H]1CN(C)C(=O)CCC(F)(F)F,0&-2&12,-1&-7&-8,9&4,0,4,1&0&-1,-12&-3&0,-2&-10
O=C(NCCNC(=O)c1ccccc1Br)c1ccccc1Br,3,nt,9,4,4,-1,11,13
CC1CC(=O)Nc2ccccc2N1S(=O)(=O)c1ccc(C#N)cc1 (stereo unspecified),nt,nt,20,nt,6,0,3,6
CC(=O)NC[C@H]1[C@@H](c2ccc(-c3ccccc3)cc2)[C@@H](CO)N1C(=O)C1CCC1,-3,10,5,0[16.7 µM],nt,3,-13,9
Cc1cc(/C=C(\C#N)C(=O)NCC2CCCO2)c(C)n1-c1ccc(Cl)cc1 (stereo unspecified),-3,-13,-57,-3,11,nt,nt,nt
COc1ccc(N2CC(C(=O)Nc3cccc(S(=O)(=O)N4CCCC4)c3)CC2=O)c(OC)c1 (stereo unspecified),4,-11,-2,1,-2,2,8,15
CCn1ccnc1CN(C)C(=O)C1CCC(=O)N(CCc2cccc(F)c2)C1 (stereo unspecified),-3,6,-3,-2,2,-6,-6,12
CC1CC(C)CN(S(=O)(=O)c2ccc3c(c2)CC(C)N3C(=O)C2CCC2)C1 (stereo unspecified),1,-17,-5,19,2,nt,7,7
COC(=O)C[C@H]1C=C[C@H](NC(=O)c2ccccc2)[C@@H](CO)O1,15,2,nt,nt,nt,1,-3,-9

# Only PGC1a acetyl inh (two entries from above):
mol	PGC1a acetyl inh
O=C(Cc1ccc([N+](=O)[O-])cc1)Nc1cccnc1	-10
COc1ccc(N2CC(C(=O)Nc3cccc(S(=O)(=O)N4CCCC4)c3)CC2=O)c(OC)c1 (stereo unspecified)	-11

# The results go on.
SMILES,Cneo AK release,PGC1a acetyl inh,LGR2 antag,miR-122 sensor,FN deposit inh,Casp6 inh,EWS-Fli block,PAX8 reporter
O=C(NC(=S)NCc1ccccc1)c1ccc2c(c1)OCO2,5,-1,-38,5,-1,nt,nt,-8
C[C@@H]1CN([C@@H](C)CO)C(=O)c2cccc(NC(=O)c3ccncc3)c2O[C@H]1CN(C)C,-1,-1,nt,-1[16.7 µM],nt,2,-4,19
COC(=O)Cc1ccc(NC(=O)c2ccc3c(c2)C(=O)N(Cc2cccnc2)C3=O)cc1,-1,-2,9,-3,3,2,1,-9
C[C@H]1CN([C@@H](C)CO)C(=O)c2cccc(NS(=O)(=O)c3ccc(Cl)cc3)c2O[C@@H]1CN(C)C(=O)Nc1ccc(F)cc1,5,6,9,4[16.7 µM],nt,-1,1,7
CC(C)C#Cc1ccc([C@H]2[C@@H](CO)N3C(=O)CN(C(=O)NC4CCCC4)C[C@@H]23)cc1,nt,-11,16,nt,-13,4,-12,11
COc1cccc(/C=N/NC(=O)c2cc(-c3cccn3C)n[nH]2)c1O,nt,nt,6,nt,7,-9,-11,1
CC(=O)c1ccc(NC(=O)Nc2ccc([N+](=O)[O-])cc2C)cc1,3,nt,-2,-7,-3,nt,nt,10
CCCCCCN1C[C@@H](n2cc(C3CC3)nn2)[C@H](O)C[C@@H]1c1ccc(C)cc1,-1,-4,-9,-4,-3,3,-29,-17
COc1cccc(S(=O)(=O)N(C)C[C@@H]2OCc3cnnn3CCCC(=O)N([C@H](C)CO)C[C@@H]2C)c1,-1&0,-7&-4,5,-8,-19&5,0&-1,-2&-8,-28&-18
COc1ccc(OCc2n(CC(=O)OC3CC(C)CCC3C(C)C)c3ccccc3[n+]2C)cc1 (stereo unspecified),3,-26,23,-25,8,3,53*,99*
CSC1=NCCN1C(=O)c1ccc2ccccc2c1,1,7,-8,4,-1,2,-13,-39
Cc1nc(N2CCN(S(=O)(=O)c3ccc(F)cc3)CC2)c2c(C)c(C)sc2n1,-4,24,13,-4,nt,3,3,nt
COc1ccc(Cl)cc1C(=O)NNC(=S)NC1CCCC1,nt,nt,-2,nt,-6,0,31,27
N#Cc1ccc(-c2ccc([C@H]3[C@@H](CO)N4C(=O)CN(C(=O)C5CCCCC5)C[C@@H]34)cc2)cc1,nt,3,11,nt,nt,1,2,-2
Cc1ccc(-c2ccc([C@@H]3[C@@H](CO)N4CCCCN(C(=O)Nc5cccc(F)c5)C[C@@H]34)cc2)cc1,2,-19,12,-5[16.7 µM],nt,2,16,-12

# Taken from the listing, 5 compounds:
SMILES,Cneo AK release,PGC1a acetyl inh,LGR2 antag,miR-122 sensor,FN deposit inh,Casp6 inh,EWS-Fli block,PAX8 reporter
CSC1=NCCN1C(=O)c1ccc2ccccc2c1,1,7,-8,4,-1,2,-13,-39
Cc1nc(N2CCN(S(=O)(=O)c3ccc(F)cc3)CC2)c2c(C)c(C)sc2n1,-4,24,13,-4,nt,3,3,nt
COc1ccc(Cl)cc1C(=O)NNC(=S)NC1CCCC1,nt,nt,-2,nt,-6,0,31,27
N#Cc1ccc(-c2ccc([C@H]3[C@@H](CO)N4C(=O)CN(C(=O)C5CCCCC5)C[C@@H]34)cc2)cc1,nt,3,11,nt,nt,1,2,-2
Cc1ccc(-c2ccc([C@@H]3[C@@H](CO)N4CCCCN(C(=O)Nc5cccc(F)c5)C[C@@H]34)cc2)cc1,2,-19,12,-5[16.7 µM],nt,2,16,-12

# The listing continues.
SMILES,Cneo AK release,PGC1a acetyl inh,LGR2 antag,miR-122 sensor,FN deposit inh,Casp6 inh,EWS-Fli block,PAX8 reporter
CCC(=O)N1C[C@@H](C)[C@H](OC)CN(C)C(=O)c2cc(NS(C)(=O)=O)ccc2OC[C@@H]1C,1,3,5,4[16.7 µM],3,-1,-3,nt
C[C@H]1CN([C@@H](C)CO)C(=O)Cc2cc(NS(=O)(=O)c3ccc(F)cc3)ccc2O[C@H]1CN(C)CC1CCCCC1,38,0,0,39[16.7 µM],nt,-5,4,nt
Cc1ccc(-c2ccc([C@H]3[C@H](CO)N4C(=O)CN(C(=O)c5cccnc5)C[C@@H]34)cc2)cc1,nt,-2,13,nt,nt,-1,18,-26
CN1CCOCCOc2ccccc2OCCOCC1,3,6,12,-7,3,-11,4,1
OC[C@@H]1[C@H](c2ccc(-c3ccccc3)cc2)[C@H]2CN(Cc3ccccn3)CCCCN12,0,-2,17,7[16.7 µM],nt,2,-3,-32
O=C(NCCc1ccc(Cl)cc1)C1COc2ccccc2O1 (stereo unspecified),-1,9,0,-1,-6,-3,19,4
O=C(NCCc1ccc2c(c1)OCO2)C1CCN(S(=O)(=O)c2ccc(Cl)cc2)CC1,3,nt,6,-5,nt,-1,-5,nt
C[C@H]1CN([C@@H](C)CO)C(=O)c2cc(N(C)C)ccc2O[C@H]1CN(C)S(C)(=O)=O,5,-2,-5,2[16.7 µM],-1,0,-2,-19
O=C(O)c1cc(-c2ccc(-c3ccc(F)cc3)o2)nc2ccccc12,-2,-4,-10,1,-7,13,nt,-123
